# Screens from PubChem.
# OXTR agonist – activates the human oxytocin receptor; P30559; CHO-OTR cells, Fluo-8 calcium fluorescence; normalized: DMSO 0%, oxytocin 100%; activation, % at 3 µM; 320,000 tested, 0.32% active;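 active = activation above the mean of all tested compounds plus 3 SD, cutoff set per screening run, cut at about 20% in these data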;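 also: peak over basal fluorescence ratio from a 100 s FLIPR kinetic read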
# GPR7 antagonist – antagonists of human GPR7 (neuropeptides B/W receptor 1); P48145; GPR7-expressing cells, fluorescence antagonist assay; inhibition, % at 4.4 µM; 290,000 tested, 1.1% active; in the data active = inhibition above about 16%, passing the limit was not always enough;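 also: cells stimulated with the agonist NPW; 0% = agonist with vehicle and 100% = vehicle without agonist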
# Target sequence (P48145 whole entry, looked up): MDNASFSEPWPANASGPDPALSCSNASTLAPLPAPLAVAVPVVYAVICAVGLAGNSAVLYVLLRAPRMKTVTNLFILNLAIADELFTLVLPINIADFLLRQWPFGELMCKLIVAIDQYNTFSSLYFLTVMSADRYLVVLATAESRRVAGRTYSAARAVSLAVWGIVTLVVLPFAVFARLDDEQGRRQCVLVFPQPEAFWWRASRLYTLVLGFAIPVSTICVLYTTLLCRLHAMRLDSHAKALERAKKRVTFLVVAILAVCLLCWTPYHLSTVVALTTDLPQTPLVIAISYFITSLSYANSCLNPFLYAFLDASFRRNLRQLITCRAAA
# CHO-K1 Ca antag – M1 antagonist counterscreen hit in parental CHO-K1 cells. 360,000 tested, 0.6% active. inhibition, % at 3 µM. ATP-induced calcium, Fluo-8 fluorescence;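 active = inhibition above a per-plate cutoff, the plate's mean sample inhibition plus 3 SD, cut at about 24% in these data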;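 also: 0% = DMSO plus EC80 ATP and 100% = DMSO alone without ATP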
# TAAR1 antagonist – human TAAR1 antagonism. Q96RJ0. CHO RD-HGA16 TAAR1, Fluo-8 calcium fluorescence, antagonist. inhibition, % at 3 µM. 360,000 tested, 1.5% active. AID 624466;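 active = inhibition above a per-plate cutoff, the mean inhibition of test compounds on that plate plus 3 SD, cut at about 49% in these data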;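 also: 0% = DMSO plus EC80 beta-PEA response and 100% = DMSO alone without agonist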
# Target sequence (Q96RJ0 whole entry, looked up): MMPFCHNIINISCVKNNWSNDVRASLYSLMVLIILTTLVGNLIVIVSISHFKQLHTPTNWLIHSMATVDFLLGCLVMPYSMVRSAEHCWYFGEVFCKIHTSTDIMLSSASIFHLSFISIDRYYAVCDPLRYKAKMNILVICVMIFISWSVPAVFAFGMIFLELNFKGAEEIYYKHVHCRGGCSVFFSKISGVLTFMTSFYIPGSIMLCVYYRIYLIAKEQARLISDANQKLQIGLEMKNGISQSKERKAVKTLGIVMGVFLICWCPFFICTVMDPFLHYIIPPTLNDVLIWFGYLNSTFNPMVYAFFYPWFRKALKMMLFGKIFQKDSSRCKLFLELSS
#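 Test system – hTAAR1-expressing CHO RD-HGA16 cells, Gα16-coupled · Reagent – β-PEA at EC80 concentration, post-compound challenge · Compound dosing – 3 µM, single point · Timing – 140 s kinetic read after compound, 140 s after agonist · Detection – Fluo-8 intracellular calcium dye fluorescence, real-time kinetic reads · Control set – DMSO and EC80 PEA controls · Repeats – n of 1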
# V1aR counter – counter-screen for oxytocin receptor agonists: human V1a receptor agonists. P37288. CHO-V1R cells, Fluo-8 calcium fluorescence, agonist mode; 0% DMSO, 100% 3 nM vasopressin. activation, % at 3 µM. 320,000 tested, 0.25% active. AID 2797;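 active = activation above the mean activation of all tested compounds plus 3 SD, per screening run, cut at about 20% in these data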;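 also: signal is peak over basal fluorescence ratio across a 100 second FLIPR read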
# Target sequence (P37288 whole entry, looked up): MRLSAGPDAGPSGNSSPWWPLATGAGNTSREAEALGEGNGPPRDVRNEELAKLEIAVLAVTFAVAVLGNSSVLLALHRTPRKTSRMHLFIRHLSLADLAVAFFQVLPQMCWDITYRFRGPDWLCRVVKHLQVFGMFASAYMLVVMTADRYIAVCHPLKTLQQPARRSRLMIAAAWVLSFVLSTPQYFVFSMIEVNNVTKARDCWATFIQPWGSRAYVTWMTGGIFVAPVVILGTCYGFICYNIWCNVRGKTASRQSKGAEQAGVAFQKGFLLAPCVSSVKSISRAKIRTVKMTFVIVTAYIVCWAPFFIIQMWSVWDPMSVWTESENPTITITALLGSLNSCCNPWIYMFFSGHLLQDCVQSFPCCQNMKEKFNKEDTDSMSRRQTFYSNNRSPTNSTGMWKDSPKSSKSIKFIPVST
# CHO parental Ca – signal in parental CHO cells, OX1R antagonist counter-screen; parental CHO-K1, ATP-induced calcium, Fluo-8 fluorescence; 330,000 tested, 0.63% active; inhibition, % at 5.6 µM;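 active = inhibition above that plate's mean sample inhibition plus 3 SD, cut at about 26% in these data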;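 also: 0% = ATP-challenged DMSO wells and 100% = DMSO wells without ATP; some compounds past the cut are filed as inactive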
#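 test system = CHO parental line | reagent = ATP stimulus | measured by = intracellular calcium via Fluo-8 no-wash fluorescent dye | control set = ATP and no-ATP DMSO wells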
# CHO-K1 Ca PAM – nonselective activator or artifact in parental CHO-K1 calcium assay | 360,000 tested, 0.02% active | activation, % at 3 µM | ATP EC20, Fluo-8 calcium fluorescence; 0% at ATP EC20, 100% at ATP max | AID 602247;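 active = activation above the run cutoff, the mean activation of all test compounds plus 3 SD, cut at about 40% in these data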;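 also: peak over basal fluorescence ratio in a 140 s read after ATP addition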
# M1 ag parental – M1 agonist counterscreen hit in parental CHO-K1 cells. activation, % at 3 µM. Fluo-8 calcium fluorescence; scaled to maximal ATP response, vehicle zero. 360,000 tested, 0.48% active; in the data active = activation above about 15%;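 also: untransfected CHO-K1 host cells lacking M1 receptor as counterscreen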
# OXTR potentiate – human OXTR potentiation. CHO-OTR cells, Fluo-8 calcium fluorescence, potentiator mode; 0% = oxytocin EC15, 100% = EC100. activation, % at 3 µM. 320,000 tested, 0.061% active. AID 2445;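 active = activation above that plate's cutoff, the mean activation of tested compounds plus 3 SD, cut at about 6.6% in these data, passing the limit was not always enough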;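 also: 100% uses oxytocin at 75 nM as the full agonist control; some results filed as inactive read as strong as hits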
#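 System: human OTR in CHO cells / Also added: sub-maximal oxytocin, roughly EC15 / Control set: EC15 oxytocin low, 75 nM oxytocin high / Schedule: 6 min compound pre-incubation at room temperature, 100 s kinetic read / Compound: single-point 3.0 µM / Replication: singlicate / Technique: Fluo-8 calcium dye fluorescence / Read-out basis: % activation of max/min ratio relative to oxytocin controls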
# * hit, by the source's call; nt = no result given.
SMILES,OXTR agonist,GPR7 antagonist,CHO-K1 Ca antag,TAAR1 antagonist,V1aR counter,CHO parental Ca,CHO-K1 Ca PAM,M1 ag parental,OXTR potentiate
COc1ccc(OC)c(NC(=O)C2=C(C)Nc3ncnn3C2c2cccs2)c1 (stereo unspecified),-0.9,-7,2,-15,-1.0,-20,4,0.5,-5
CCNC(=O)C/C(C)=N/NC(=O)C1CCCCC1,-1.5,-8,-9,-22,-1.2,-6,16,0.3,-10
CCOc1c(N2CCOCC2)c(=O)c1=O,0.2,2,-9,-12,-0.5,-15,11,0.1,-6
COc1ccc(C2N(c3ccc4c(c3)OCCO4)C(=O)C2(F)F)cc1OC (stereo unspecified),-1.8,-11,-10,-20,0.5,-18,-7,2.4,-12
O=C(NCc1ccco1)c1ccc2[nH]c(=O)c(=O)[nH]c2c1,0.4,-12,-12,4,0.0,8,3,0.2,-3
O=C(Nc1ccc(F)c(Cl)c1)c1cc(C2CCCN(S(=O)(=O)c3ccccc3)C2)on1 (stereo unspecified),nt,nt,-9,16,nt,nt,14,3.0,nt
CCCCn1c(SCc2nc3ccccc3s2)nc2ccccc2c1=O,-1.9,-10,-6,0,-0.5,-21,11,0.6,-6
COc1ccc(N/N=C(/C(C)=O)N2CCCc3ccccc32)cc1,-2.6,8,-18,-1,-1.2,-26,15,1.3,-5
Cn1cccc1CNCc1ccc(F)cc1,0.8,2,-2,-13,0.6,0,3,-0.1,-1
COc1cccc(CNC(=O)[C@H](C)NC(=O)N2CC(=O)Nc3ccccc32)c1,nt,nt,-9,-10,nt,nt,8,0.1,nt
Fc1cccc(Cl)c1CNCCCSc1ncccn1,-0.1,8,-8,-16,0.1,-4,0,0.6,1
O=C(COc1ccc(OCc2ccccc2)cc1)NN=C1CCCC1,1.2,10,-28,-9,1.4,-3,20,0.8,-13
NCCCNC(=O)Cn1c(=O)c2c3c(sc2n(Cc2ccccc2)c1=O)CCCC3,nt,-4,-13,-7,nt,nt,17,0.8,nt
O=C(CSc1nc2ccccc2o1)NCc1n[nH]c(=O)c2ccccc12,0.8,6,-4,-4,-1.0,-9,14,0.4,-1
CCOCc1nnc(NS(C)(=O)=O)s1,-0.5,-7,-8,-2,-0.3,-3,15,0.2,0
CC(NC(=O)CN(C)S(=O)(=O)c1ccc(Br)s1)c1ccccc1 (stereo unspecified),2.6,-5,-5,-7,1.3,-12,6,0.6,-7
CC1(C(=O)Nc2ccccc2)CCN1C(=O)Cc1ccc(-c2ccccc2)cc1 (stereo unspecified),nt,nt,-9,-10,nt,nt,16,6.6,nt
O=C(Nc1ccccc1)c1ccccc1CSc1ccccc1,-1.5,nt,-6,14,-0.7,-12,9,-0.7,-7
O=[N+]([O-])C(/C=C(/Cl)[N+](=O)[O-])=C(N1CCCCC1)N1CCCCC1,1.1,-2,6,-10,0.6,-6,-3,0.6,-1
O=C(CN(CCCN1CCOCC1)C(=O)Cn1nnc(-c2ccc(F)cc2)n1)NC1CCCCC1,-1.1,-9,6,19,-0.3,-20,-14,-0.6,-6
CCOC(=O)[C@H]1[C@H]2COc3ccccc3[C@@H]2N2C(=O)c3cc(OC)c(OC)cc3NC(=O)[C@@]12C,2.2,nt,-16,6,0.6,-32,-3,0.9,-9
CC(=O)Nc1nn(C)c2nc3ccc(C)cc3cc12,-0.5,3,-3,6,-0.5,-9,7,-0.2,1
COc1ccc(N2CCN(S(=O)(=O)c3ccc4c(c3)NC(=O)CC(=O)N4)CC2)cc1,-0.1,-1,-8,-29,-0.1,-8,-6,-0.1,-2
CC1(c2ccc3c(c2)OCCO3)NC(=O)N(CC(=O)Nc2ccccc2SCC#N)C1=O (stereo unspecified),7.6,nt,-14,16,4.7,2,14,4.3,-4

# An excerpt from above in order of count of non-hydrogen atoms, high to low.
SMILES,OXTR agonist,GPR7 antagonist,CHO-K1 Ca antag,TAAR1 antagonist,V1aR counter,CHO parental Ca,CHO-K1 Ca PAM,M1 ag parental,OXTR potentiate
O=C(CN(CCCN1CCOCC1)C(=O)Cn1nnc(-c2ccc(F)cc2)n1)NC1CCCCC1,-1.1,-9,6,19,-0.3,-20,-14,-0.6,-6
CCOC(=O)[C@H]1[C@H]2COc3ccccc3[C@@H]2N2C(=O)c3cc(OC)c(OC)cc3NC(=O)[C@@]12C,2.2,nt,-16,6,0.6,-32,-3,0.9,-9
CC1(c2ccc3c(c2)OCCO3)NC(=O)N(CC(=O)Nc2ccccc2SCC#N)C1=O (stereo unspecified),7.6,nt,-14,16,4.7,2,14,4.3,-4
NCCCNC(=O)Cn1c(=O)c2c3c(sc2n(Cc2ccccc2)c1=O)CCCC3,nt,-4,-13,-7,nt,nt,17,0.8,nt
CC1(C(=O)Nc2ccccc2)CCN1C(=O)Cc1ccc(-c2ccccc2)cc1 (stereo unspecified),nt,nt,-9,-10,nt,nt,16,6.6,nt
COc1cccc(CNC(=O)[C@H](C)NC(=O)N2CC(=O)Nc3ccccc32)c1,nt,nt,-9,-10,nt,nt,8,0.1,nt
O=C(CSc1nc2ccccc2o1)NCc1n[nH]c(=O)c2ccccc12,0.8,6,-4,-4,-1.0,-9,14,0.4,-1
O=C(COc1ccc(OCc2ccccc2)cc1)NN=C1CCCC1,1.2,10,-28,-9,1.4,-3,20,0.8,-13
O=[N+]([O-])C(/C=C(/Cl)[N+](=O)[O-])=C(N1CCCCC1)N1CCCCC1,1.1,-2,6,-10,0.6,-6,-3,0.6,-1
Fc1cccc(Cl)c1CNCCCSc1ncccn1,-0.1,8,-8,-16,0.1,-4,0,0.6,1
CC(=O)Nc1nn(C)c2nc3ccc(C)cc3cc12,-0.5,3,-3,6,-0.5,-9,7,-0.2,1
CCOCc1nnc(NS(C)(=O)=O)s1,-0.5,-7,-8,-2,-0.3,-3,15,0.2,0

# A draw from above in order of length of the SMILES, ascending.
SMILES,OXTR agonist,GPR7 antagonist,CHO-K1 Ca antag,TAAR1 antagonist,V1aR counter,CHO parental Ca,CHO-K1 Ca PAM,M1 ag parental,OXTR potentiate
CC(=O)Nc1nn(C)c2nc3ccc(C)cc3cc12,-0.5,3,-3,6,-0.5,-9,7,-0.2,1
CC(NC(=O)CN(C)S(=O)(=O)c1ccc(Br)s1)c1ccccc1 (stereo unspecified),2.6,-5,-5,-7,1.3,-12,6,0.6,-7
O=C(CN(CCCN1CCOCC1)C(=O)Cn1nnc(-c2ccc(F)cc2)n1)NC1CCCCC1,-1.1,-9,6,19,-0.3,-20,-14,-0.6,-6

# Next records
SMILES,OXTR agonist,GPR7 antagonist,CHO-K1 Ca antag,TAAR1 antagonist,V1aR counter,CHO parental Ca,CHO-K1 Ca PAM,M1 ag parental,OXTR potentiate
COc1ccc(OCCCNCCc2ccccc2)cc1,3.6,6,-3,2,1.9,-15,0,1.2,-2
COC(=O)c1ccc2nc(-c3ccc(Cl)cc3)c(Cc3cccc(F)c3)n2c1,nt,nt,-12,-42,nt,nt,6,-0.4,nt
CC(C)c1nc(CNC(=O)CC2C(=O)NCCN2Cc2ccc(F)cc2Cl)cs1 (stereo unspecified),-0.3,-6,4,-10,0.5,-22,-6,0.7,-2
C=C(c1ccccc1)c1ccc(N(C)C)cc1,-1.3,0,-9,-14,-0.5,0,1,1.3,-7
Cc1ccc(NC(=O)Nc2ccccc2)cc1[N+](=O)[O-],17,25*,7,3,12,26,-4,13,-11
COc1nc(-c2ccc(Cl)cc2)nnc1C,-1.6,-5,-4,3,-0.2,-3,13,0.1,0
Cc1cc(Br)ccc1OCCN1CC(C)OC(C)C1 (stereo unspecified),0.5,2,-4,-28,-0.5,-8,-5,0.8,-4
O=C(CSc1nnc(SCc2cccc3ccccc23)s1)N=Nc1c(O)[nH]c2ccccc12,0.1,-10,nt,nt,0.2,-14,nt,nt,-5
O=C(CC1S/C(=N/N=C/c2ccco2)NC1=O)Nc1ccccc1 (stereo unspecified),1.5,2,-4,2,0.4,-7,3,0.2,3
COC(=O)C(CC(C)C)NC(=O)c1cccs1 (stereo unspecified),0.0,7,-13,-15,-0.7,-1,16,1.1,-17
COc1ccc(C(=O)NCC(=O)OCc2nc(N)nc(Nc3ccccc3C)n2)cc1,-2.1,nt,-12,2,-0.6,-28,6,-1.1,10
O=[N+]([O-])c1cccc(S(=O)(=O)c2cccc([N+](=O)[O-])c2)c1,0.2,-9,-3,6,0.7,8,15,0.0,-15
COc1ccc(CNC(=O)c2ccc[nH]2)cc1,0.6,3,-11,-7,0.0,-9,16,0.9,1
Clc1c2c(nc3ccccc13)CCC2,-0.5,-19,-8,-10,0.5,-20,17,-0.2,4
COc1c(F)c(F)c(C(=O)Nc2ccc(N3CCN(Cc4ccccc4)CC3)cc2)c(F)c1F,7.2,-4,-8,13,7.0,-18,-14,8.2,-9
O=C(O)CCC1=C2c3ccccc3CCN2C(=O)CC1,0.8,-15,-14,4,0.6,-4,27,0.9,-1
CC(=O)NCCc1nc2cc(NC(=O)Nc3ccccc3)ccc2n1C,-0.3,-3,-17,-4,0.9,1,4,0.2,-4
COC(=O)c1ccc(CSc2nc3cc(Cl)ccc3s2)o1,-1.3,7,-4,-10,2.3,-20,8,0.2,0
Cc1cccc(Oc2ccccc2NC(=O)C2=COCCO2)c1,-2.1,nt,-13,-4,0.0,-18,12,-1.1,-3
C/C=C\C=C/C(=O)Nc1cccc(C2=NOC3(C2)C[C@@H](C(N)=O)N(C(=O)CCCCC)C3)c1 (stereo partly specified),-0.2,nt,-2,-5,0.1,-8,10,0.4,5
CCOc1cccc(-c2nnc(SCC(=O)Nc3cccc(OC)c3)n2N)c1,nt,6,2,14,nt,nt,4,2.2,nt
CCN(C[C@H]1N[C@@](CC)(C(=O)OC)[C@H]2C(=O)N(C)C(=O)[C@@H]12)S(=O)(=O)c1ccc(F)cc1,0.3,nt,-12,-5,0.1,-12,-1,-0.3,0
CCOC(=O)c1ccc(N2C(=O)CC(C)(CC)CC2=O)cc1,-0.3,-2,-10,-9,-1.3,4,16,0.9,-2
O=C(Nc1c2c(nn1-c1ccccc1)CS(=O)(=O)C2)c1ccco1,0.5,-13,-14,-12,0.2,1,21,0.7,-5
COc1ccc(C2=Nc3cccc4cccc(c34)N2)cc1,-0.7,-8,-2,2,-0.3,-2,11,0.3,-3
CCN(CC(=O)Nc1ccc(Br)cc1)C(=O)c1nc2nc(C)cc(C)n2n1,0.4,nt,8,-4,0.5,-11,-18,-0.4,0
CCN(CC(=O)Nc1ccc(NC(C)=O)cc1)C(=O)c1ccc(NC2CC2)c([N+](=O)[O-])c1,-1.1,nt,-3,-4,1.2,-14,-15,-0.1,0
Cc1c(C(=O)OCC(C)(C)CN(C)C)oc2ccccc12,-0.3,-6,-10,1,-0.1,-9,16,1.0,-11
